SV40 large T antigen: SV40 large T antigen inhibitors, biochemical (AID 1903) | SV40 large T antigen ATPase/helicase inhibition assay; higher % means a stronger effect | inhibition, % at 20 µM; hits with a dose series show IC50 in µM | 310,000 tested, 0.39% active; in the data active = a potency from the dose series; inconclusive = inhibition mostly from about 32% at the one dose, without a potency; inactive = the rest, 99 in 100 with inhibition below about 32%; note: strong numbers were not always called active
T cell modulator: modulates CD8 T cell binding to vesicles. 2C CD8+ T cell-vesicle binding, flow cytometry; hits give low values. calls only at 7 µM. 330,000 tested, 0.068% active. AID 2052;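 active = response, share of CD8 T cells binding vesicles, and their 90th percentile fluorescence all below set limits, cut at about 80% in these data, passing the limit was not always enough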
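Incubation: binding step 1.5 h, 37 °C, antibody labelling 20 min, ice; system: murine 2C transgenic CD8+ T lymphocytes; technique: cytometric PE anti-B7-1 and Alexa647 anti-CD8 signals after 1% paraformaldehyde fixation; also added: QL9-charged Drosophila Ld/ICAM-1/B7-1 vesicles; control set: naked versus QL9-loaded vesicles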
Lipid droplet: modulators of hepatic lipid droplet formation; AML12 mouse hepatocytes, oleate lipid droplets, BODIPY imaging; inhibition, % at 6.5 µM; 240,000 tested, 0.4% active; AID 1656;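 active = lipid droplet intensity inhibited by at least 50%, with more than 500 cells counted; inconclusive = wells with under 300 cells, treated as cytotoxic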
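Material: mouse AML12 hepatocyte cell line, fixed after treatment; Timing: compound with oleate, overnight; Technique: high-content imaging of BODIPY-stained droplets and DAPI nuclei; Probe or stimulus: oleate, 100 µM final; Dosing: compound at 6.5 µM only.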
GPR35 arrestin U2OS: GPR35 antagonists blocking zaprinast-driven arrestin recruitment, primary screen, imaging, U2OS, beta-arrestin-GFP, zaprinast agonist (AID 2058); U2OS GPR35 beta-arrestin-GFP translocation imaging, zaprinast antagonism; higher % means a stronger effect; inhibition, % at 10 µM, or IC50 in µM where a hit was titrated; 290,000 tested, 0.052% active;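 active = inhibition of at least 50% with at least 30 cells and total cytoplasm GFP at most 10,000,000; inconclusive = under 30 cells or total GFP of 10,000,000 plus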
GPR55 LPI antagonism: inhibition of LPI-stimulated GPR55 beta-arrestin translocation – imaging, U2OS, beta-arrestin-GFP, LPI agonist, primary screen (AID 2013). 290,000 tested, 0.13% active. U2OS GPR55 beta-arrestin-GFP translocation imaging, LPI antagonism; higher % means a stronger effect. inhibition, % at 10 µM; hits with a dose series show IC50 in µM;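 active = spots per cell inhibited over 60%, with over 100 cells counted and total cytoplasm intensity under 500,000; inconclusive = wells with under 100 cells, flagged as likely toxic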;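 note: U2OS cells stably carrying GPR55 and arrestin-GFP stimulated by 5 µM LPI near EC80; imaged beta-arrestin-GFP aggregate spots per cell after agonist stimulation; plate controls were LPI-stimulated DMSO wells for no effect and DMSO wells without LPI for full effect; some results filed as inactive read as strong as hits; confirmed hits need IC50 under 10 µM and bright autofluorescent wells are also inconclusive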
Rac1 GTP hydrolysis: MgcRacGAP GTPase-activating activity inhibitors, confirmation, biochemical, ADP Hunter fluorescence. MgcRacGAP-stimulated Rac1 GTP hydrolysis, ADP Hunter fluorescence; higher % means a stronger effect; GST-tagged Rac1 F28L mutant substrate. one-dose inhibition, % at 30 µM; IC50 in µM for titrated hits. 340,000 tested, 0.6% active. AID 624330;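 active = first-screen hits whose inhibition reached a set limit at any dose in the follow-up dose series; inconclusive = inhibition above the set first-screen limit but never retested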;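 note: fluorescence reports GDP produced by GAP-driven GTP hydrolysis; strong numbers were not always called active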
GPR55 beta-arrestin: GPR55 agonists via beta-arrestin recruitment, primary screen, imaging, U2OS cells, beta-arrestin-GFP redistribution (AID 1961); activation, % at 10 µM; hits with a dose series show EC50 in µM; 290,000 tested, 0.048% active; U2OS GPR55 beta-arrestin-GFP redistribution imaging; higher % means a stronger effect;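 active = activation above 40% with more than 50 cells counted in the well; inconclusive = wells holding fewer than 50 cells, flagged as toxic or sparse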;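 note: U2OS osteosarcoma cells stably expressing GPR55 and beta-arrestin-GFP; plate controls were DMSO negative control for no effect and LPI positive control for full effect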
LYP phosphatase: inhibitors of LYP phosphatase, biochemical, fluorescence intensity, uHTS (AID 1779); recombinant LYP phosphatase, fluorescence intensity; higher % means a stronger effect; 290,000 tested, 0.054% active; one-dose inhibition, % at 11.5 µM; IC50 in µM for titrated hits; in the data active = inhibition above about 50%;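 note: plate controls were vehicle with enzyme for no effect and no enzyme for full effect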
NTR1 agonist: agonists of NTR1, primary screen, imaging, U2OS cells, beta-arrestin-GFP, high content (AID 493036). P30989. NTR1-U2OS beta-arrestin-GFP spot imaging, agonist mode. activation, % at 20 µM. 330,000 tested, 0.17% active;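 active = activation at or above 40% of the spot to cytoplasm intensity ratio, with at least 20 cells analyzed; inconclusive = wells under 20 cells, flagged as cytotoxic or low count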;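 note: 0% = DMSO without peptide and 100% = 100 nM NTR1 peptide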
Target sequence (P30989 whole entry, looked up): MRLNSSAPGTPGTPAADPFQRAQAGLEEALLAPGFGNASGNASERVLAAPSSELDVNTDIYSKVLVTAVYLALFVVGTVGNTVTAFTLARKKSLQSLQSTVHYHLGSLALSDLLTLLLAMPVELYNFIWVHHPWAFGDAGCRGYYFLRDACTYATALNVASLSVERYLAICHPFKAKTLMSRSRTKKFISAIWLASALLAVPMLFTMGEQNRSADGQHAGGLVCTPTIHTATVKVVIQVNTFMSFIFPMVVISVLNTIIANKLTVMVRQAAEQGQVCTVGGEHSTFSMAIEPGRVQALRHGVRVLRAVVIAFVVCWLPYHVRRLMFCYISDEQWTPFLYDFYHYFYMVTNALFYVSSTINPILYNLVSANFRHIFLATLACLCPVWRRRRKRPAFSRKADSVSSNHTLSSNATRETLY
Lipid droplet cells 6.5 µM: further read-out of Lipid droplet, marked with its call; cell count; measured here: cell count, cytotoxicity flag;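 cells counted across two imaged fields per well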
T cell modulator vesicle-bound %: further read-out of T cell modulator, marked with its call; double positive events, %; measured here: CD8+ vesicle-bound cell fraction;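 binding gate set so that unloaded-vesicle control wells show 10% double positive cells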
NTR1 agonist cell count 20 µM: also measured in NTR1 agonist; calls as there; cell count; measured here: cell count, cytotoxicity flag
Starred values were filed as active, the others as inactive; i = inactive; ? = inconclusive; nt = no result given.

SMILES | SV40 large T antigen | T cell modulator | T cell modulator vesicle-bound % | Lipid droplet | Lipid droplet cells 6.5 µM | GPR35 arrestin U2OS | GPR55 LPI antagonism | Rac1 GTP hydrolysis | GPR55 beta-arrestin | LYP phosphatase | NTR1 agonist | NTR1 agonist cell count 20 µM
CCn1c(SCC(=O)Nc2c(C)n(C)n(-c3ccccc3)c2=O)nc2c1c(=O)n(C)c(=O)n2C | -3% | i | 11 | 2 | 734 | 3% | 9% | nt | 0.3% | -5% | -0.3 | 33
O=C(Nc1ccc2ccccc2c1)c1ccccc1F | 2% | i | 52 | 6 | 829 | 8% | 6% | 13% | -0.2% | -7% | 0.8 | 45
O=C(CN1CCN(Cc2ccc(Cl)cc2)CC1)N/N=C/C=C/c1ccccc1[N+](=O)[O-] | 3% | i | 51 | 7 | 615 | -15% | 2% | -2% | 1.3% | 0% | -0.5 | 42
CC(C)Cc1cc(C(=O)N2CCCC(CCC(=O)N(C)CCc3ccccn3)C2)no1 (stereo not given) | 8% | i | 60 | -19 | 713 | 5% | 2% | 2% | -0.2% | -4% | 0.1 | 89
CC1CCN(CCCCOc2cccc(C(C)C)c2)CC1 | 2% | i | 26 | 1 | 837 | 5% | 15% | ? | -0.1% | -6% | 0.2 | 46
c1ccc(OCCN2C3=NCCN3c3ccccc32)cc1 | 10% | i | 23 | nt | nt | 9% | 23% | 6% | 0.2% | -7% | -1.8 | 49
CC(=O)NC1(c2cccc(F)c2)CCN(CC(=O)NC(C)C)CC1 | 9% | i | 17 | nt | nt | 4% | 3% | -2% | -0.2% | -10% | -0.7 | 86
Cc1cc(/C=N/n2cnnc2)c(C)n1-c1ccccc1 | 0% | i | 34 | 0 | 783 | 13% | -6% | 3% | -0.1% | -2% | -0.9 | 65
CCOC(=O)c1cc(CC)sc1N | 15% | i | 35 | nt | nt | -4% | 14% | 6% | 0.2% | -13% | -2.3 | 101
CC(C)CCc1noc(CN(C)CC2CCN(Cc3ccccc3)CC2)n1 | 4% | i | 6 | 5 | 741 | -13% | 14% | -2% | 0.4% | -10% | 2.5 | 56
C#Cc1ccc([C@H]2C=C(C(=O)O)O[C@@H](OCc3ccc(CO)cc3)C2)cc1 | 11% | i | 36 | -1 | 685 | -11% | 10% | 5% | 0.2% | -8% | 2.6 | 58
O=C(NCCc1ccccc1)c1ccccc1NS(=O)(=O)N1CCCC1 | 3% | i | 41 | -2 | 712 | 14% | 15% | -1% | -0.1% | 1% | 0.6 | 57
CCc1ccc(NC(=O)CCS(=O)(=O)c2ccc3c(c2)CCN3C(C)=O)cc1 | 10% | i | 11 | 6 | 748 | -20% | 10% | 11% | -0.1% | -12% | -0.3 | 61
O=C(NCc1ccco1)c1ccc(-c2csnn2)cc1 | 8% | i | 15 | -14 | 649 | -11% | -1% | 8% | -0.2% | -3% | 0.2 | 50
Fc1ccc(CNc2ccccn2)cc1 | 1% | i | 57 | -2 | 800 | 0% | -19% | 12% | -0.2% | -9% | -0.6 | 72
Cc1cc(C)nc(N2CCC(C(=O)Nc3ccc4c(c3)CCC4)CC2)n1 | 14% | i | 12 | 0 | 648 | -8% | 5% | 6% | -0.2% | 2% | 1.9 | 52
COc1cccc(CN2CCC(N(CCc3ccccc3)Cc3ccccc3)CC2)c1OC | -3% | i | 41 | 4 | 595 | nt | 0% | 22% | -0.3% | -1% | 5.3 | 23
COc1ccc(C(=O)NN=C2CCCC2)cc1OC | 11% | i | 3 | 4 | 812 | -8% | 18% | -4% | 0.3% | -8% | -0.3 | 65
CCOC(=O)CN1CCC(c2ccccc2)CC1 | -4% | i | 45 | -11 | 700 | 11% | -7% | 12% | -0.2% | -1% | 0.7 | 64
c1ccc2c(c1)OCC(c1csc3ncnc(N4CCCC4)c13)O2 (stereo not given) | 0% | i | 46 | 9 | 853 | 9% | 26% | 8% | 0.7% | 0% | 4.1 | 56
COc1cc(/C=C/C(=O)OCC(=O)NC2CCS(=O)(=O)C2)ccc1O (stereo not given) | 34% | i | 31 | 0 | 610 | -10% | 8% | 47µM* | -0.2% | 5% | -0.9 | 56
CC(=O)c1sc(NC(=O)c2ccc(COc3ccccc3Cl)o2)nc1C | 11% | i | 50 | -5 | 817 | 16% | 17% | 6% | 0.0% | -5% | 1.0 | 86
CCc1ccc(C(C(=O)NCc2ccc(OC)cc2)N(CCOC)C(=O)Cc2cccs2)cc1 (stereo not given) | -2% | i | 32 | nt | nt | -4% | 14% | 0% | 0.3% | 2% | 1.1 | 40
O=C(Nc1c(C(=O)N2CCOCC2)cnn1-c1ccccc1)c1ccc([N+](=O)[O-])cc1 | 1% | i | 10 | -10 | 813 | 7% | -2% | 0% | -0.1% | -6% | -0.2 | 61
O=C(COC(=O)c1nc(Cl)ccc1Cl)c1ccccc1Cl | 1% | i | 53 | nt | nt | nt | nt | 8% | nt | nt | 1.2 | 67
O=C(Nc1cccc(Cl)c1)c1ccc(NC2=NC3CS(=O)(=O)CC3S2)cc1 (stereo not given) | 20% | i | 34 | -1 | 710 | -4% | 6% | 7% | -0.1% | 1% | 1.0 | 58
CC(=O)c1cccc(NC(=O)C(C)OC(=O)C2CCC2)c1 (stereo not given) | 2% | i | 33 | -4 | 842 | 12% | 5% | 7% | 0.0% | -8% | -0.3 | 54
CC(C)CN(C(=O)COC(=O)CCSc1ccc(F)cc1)c1c(N)n(Cc2ccccc2)c(=O)[nH]c1=O | 5% | i | 11 | nt | nt | nt | nt | 2% | nt | nt | 2.5 | 74
Cc1cc2ccccc2c(=O)n1CC(=O)NCC(=O)N(C)Cc1ccccc1 | 9% | i | 34 | -2 | 769 | 18% | 1% | -5% | 0.0% | 3% | -1.7 | 70
COc1ccccc1CNC(=O)Nc1cccs1 | 0% | i | 28 | 7 | 785 | -5% | 5% | 16% | -0.2% | -4% | -0.4 | 36
CCOc1ccccc1OCC(O)CNC (stereo not given) | 5% | i | 28 | -2 | 749 | -8% | -1% | 6% | -0.2% | 1% | -0.6 | 90
CCOC(=O)C1=C(C)NC2=C(C(=O)CC(C)(C)C2)C1c1ccc(O)c(OCC)c1 (stereo not given) | nt | i | 42 | 1 | 680 | -11% | 3% | 7% | -0.1% | -7% | 1.0 | 54
O=C(Cn1nc(C(=O)O)c2ccccc2c1=O)NC12CC3CC(CC(C3)C1)C2 | 4% | i | 52 | 11 | 663 | -3% | 13% | 2% | 0.9% | -7% | -0.1 | 82
COc1ccc2c(c1)C(C)=CC(C)(C)N2C(=O)CNCc1ccc2c(c1)OCO2 | 11% | nt | nt | nt | nt | -6% | 17% | 11% | -0.2% | -6% | -1.0 | 87
COc1cc(SC)ccc1C(=O)N1CCCc2ccccc21 | 5% | i | 27 | nt | nt | -1% | -12% | 9% | -0.1% | -6% | 0.4 | 45
COC(=O)Cn1c(=NC(=O)c2cc(-c3cccs3)nc3ccccc23)sc2cc(S(N)(=O)=O)ccc21 | 11% | i | 11 | 31 | 459 | -8% | 14% | 5% | 0.1% | 2% | 5.0 | 61
CC(=O)Nc1nc2n(n1)C(c1ccc(Cl)cc1)C=C(C)N2 (stereo not given) | 15% | i | 15 | 2 | 780 | 11% | 14% | 6% | 0.0% | 0% | 0.3 | 49
O=C1C2CC=CCC2C(=O)N1Cc1ccccc1Cl (stereo not given) | 21% | i | 31 | -9 | 678 | 0% | 8% | 9% | 2.4% | -6% | 0.2 | 50
CC(=O)Nc1c(C)cc(S(C)(=O)=O)cc1C | 6% | i | 24 | 8 | 611 | -11% | 7% | 10% | -0.3% | -9% | -0.2 | 75
CCOc1ccccc1-c1cc(-c2ccc(OC)cc2)nc2c1c(=O)n(C)c(=O)n2C | nt | i | 22 | 7 | 772 | -2% | -9% | 1% | 0.0% | 12% | 3.7 | 38
CCCc1cc(=O)[nH]c(NCc2ccc(Cl)cc2)n1 | 5% | i | 17 | -1 | 711 | 0% | 7% | 2% | -0.4% | 2% | 0.7 | 90
CCOc1ccc(OCc2ccc(C(=O)OCc3ccccn3)o2)cc1 | 2% | i | 38 | nt | nt | 16% | -4% | -8% | -0.3% | -3% | 4.8 | 96
COC(=O)c1nc(NC(=O)c2ccccc2)n[nH]1 | 4% | i | 16 | nt | nt | 11% | -1% | -12% | 0.0% | -4% | -3.1 | 92
Cc1ccc(CNC(=O)c2cccnc2Sc2cccc(Cl)c2)cc1 | 17% | i | 19 | 0 | 704 | -10% | 1% | nt | -0.2% | 4% | 1.6 | 50
Cc1ccccc1Sc1ccc([N+](=O)[O-])cn1 | 4% | i | 42 | nt | nt | nt | nt | 2% | nt | nt | -0.7 | 54

3 of these compounds in another layout.
| smiles | SV40 large T antigen | T cell modulator | T cell modulator vesicle-bound % | Lipid droplet | Lipid droplet cells 6.5 µM | GPR35 arrestin U2OS | GPR55 LPI antagonism | Rac1 GTP hydrolysis | GPR55 beta-arrestin | LYP phosphatase | NTR1 agonist | NTR1 agonist cell count 20 µM |
| --- | --- | --- | --- | --- | --- | --- | --- | --- | --- | --- | --- | --- |
| O=C(Nc1cccc(Cl)c1)c1ccc(NC2=NC3CS(=O)(=O)CC3S2)cc1 (stereo not given) | 20% | i | 34 | -1 | 710 | -4% | 6% | 7% | -0.1% | 1% | 1.0 | 58 |
| CC(=O)c1cccc(NC(=O)C(C)OC(=O)C2CCC2)c1 (stereo not given) | 2% | i | 33 | -4 | 842 | 12% | 5% | 7% | 0.0% | -8% | -0.3 | 54 |
| CC(C)CN(C(=O)COC(=O)CCSc1ccc(F)cc1)c1c(N)n(Cc2ccccc2)c(=O)[nH]c1=O | 5% | i | 11 | nt | nt | nt | nt | 2% | nt | nt | 2.5 | 74 |
